Rv3671c inh – inhibits the M. tuberculosis serine protease Rv3671c; inhibition, % at 5.96 µM; actives 0.048% (n = 320,000); AID 2606; in the data active means inhibition above about 38%;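 further: extracellular domain of Rv3671c used as enzyme; 0% = enzyme with DMSO and 100% = no enzyme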
FBA Mtb inh – Mtb fructose-bisphosphate aldolase inhibition | P9WQA3 | purified M. tuberculosis FBA, fluorescence read-out | inhibition, % at 1 µM | actives 2.3% (n = 360,000); in the data active means inhibition above about 27%;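 further: 0% = vehicle and 100% = reference inhibitor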
Target sequence (P9WQA3 whole entry, looked up): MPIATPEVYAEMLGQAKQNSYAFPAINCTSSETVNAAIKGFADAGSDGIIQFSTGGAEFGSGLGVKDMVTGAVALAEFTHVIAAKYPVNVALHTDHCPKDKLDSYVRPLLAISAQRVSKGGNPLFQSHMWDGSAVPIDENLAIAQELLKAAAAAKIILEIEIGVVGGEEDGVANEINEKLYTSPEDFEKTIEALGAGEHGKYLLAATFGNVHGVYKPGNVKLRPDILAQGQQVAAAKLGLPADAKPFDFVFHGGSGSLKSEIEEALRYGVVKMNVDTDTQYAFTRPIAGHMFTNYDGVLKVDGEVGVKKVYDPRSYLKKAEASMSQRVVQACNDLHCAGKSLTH
MazF activator – MazEF (E. coli) toxin RNase activation | P0AE70 | FAM/BHQ RNA-DNA oligo cleavage fluorescence, 5 h | activation, % at 20 µM | actives 0.32% (n = 350,000) | AID 504720; in the data active means activation above about 50%
Target sequence (P0AE70 whole entry, looked up): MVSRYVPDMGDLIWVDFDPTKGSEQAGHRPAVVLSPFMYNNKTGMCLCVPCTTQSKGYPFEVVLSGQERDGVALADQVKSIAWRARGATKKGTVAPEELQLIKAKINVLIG
Mtb BioA inh – BioA (M. tuberculosis) enzyme inhibition; AID 602481; purified M. tuberculosis BioA enzyme, plate reader; actives 0.096% (n = 360,000); inhibition, % at 9.99 µM; in the data active means inhibition above about 40%; inconclusive means no clear call, values can overlap the other calls
Mtb UGM inh – blocks M. tuberculosis UGM enzyme | actives 0.06% (n = 320,000) | P9WIQ1 | purified UGM, fluorescence polarization probe displacement | inhibition, % at 10 µM; in the data active means inhibition above about 10%, passing the limit was not always enough; inconclusive means no clear call, values can overlap the other calls
Target sequence (P9WIQ1 whole entry, looked up): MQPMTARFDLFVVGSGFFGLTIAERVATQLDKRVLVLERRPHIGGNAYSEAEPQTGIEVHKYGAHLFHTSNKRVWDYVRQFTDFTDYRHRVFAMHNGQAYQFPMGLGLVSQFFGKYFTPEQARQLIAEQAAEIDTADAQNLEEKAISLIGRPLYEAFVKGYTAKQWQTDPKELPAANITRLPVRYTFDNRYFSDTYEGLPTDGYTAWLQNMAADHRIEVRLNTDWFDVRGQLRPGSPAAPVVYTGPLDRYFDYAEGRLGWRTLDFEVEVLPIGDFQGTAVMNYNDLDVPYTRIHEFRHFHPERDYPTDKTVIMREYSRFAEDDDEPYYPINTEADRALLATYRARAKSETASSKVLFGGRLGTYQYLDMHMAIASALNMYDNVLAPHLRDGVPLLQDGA
GDH-TPI inh – GDH-TPI coupled enzyme inhibition counter-screen; GDH-TPI coupled enzyme counterscreen, NADH absorbance; inhibition, % at 4.8 µM; actives 1.2% (n = 360,000); AID 588335; in the data active means inhibition above about 30%;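 further: 0% = DMSO wells and 100% = wells lacking the enzyme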
PrPC surface inh – inhibitors of human cell surface prion protein PrPC; P04156; TR-FRET read-out; inhibition, % at 13.8 µM; actives 0.43% (n = 370,000); in the data active means inhibition above about 24%; further: 0% = median of the test wells and 100% = reference compound wells
FadD28 FP inh – blocks FadD28 binding to the bisubstrate probe | AID 588549 | inhibition, % at 12.5 µM | actives 0.22% (n = 360,000) | fluorescence polarization; in the data active means inhibition above about 8.5%, passing the limit was not always enough; inconclusive means no clear call, values can overlap the other calls
BoNT F protease – BoNT F light chain protease inhibition | Multiplex microsphere protease cleavage assay, flow cytometry | inhibition, % at 10 µM | actives 0.22% (n = 360,000); in the data active means inhibition above about 35%, passing the limit was not always enough; inconclusive means no clear call, values can overlap the other calls; further: plate controls were buffer without enzyme for full effect and enzyme alone for no effect
Numbers without * were called inactive; ? = inconclusive; · = no result given.

SMILES	Rv3671c inh	FBA Mtb inh	MazF activator	Mtb BioA inh	Mtb UGM inh	GDH-TPI inh	PrPC surface inh	FadD28 FP inh	BoNT F protease
O=C(O)C(Cc1ccc(Cl)cc1)NS(=O)(=O)c1ccc(Cl)cc1 (stereo unspecified)	1	6	7	-1.0	0.8	-9	8	-2.5	-8
Cc1cccc(NC(=O)CSc2nnc(-c3cc(C)n(-c4ccccc4)c3C)o2)c1C	-12	1	1	12	-4.9	3	13	-0.9	-19
CC(C)OC(=O)CSc1nc2cccnc2n1-c1ccc(F)cc1	0	-2	2	1.3	1.0	-7	1	-2.8	20
N=C1C(c2ccccc2)=C(O)CN1Cc1ccco1	-10	1	1	0.0	-1.1	7	-1	-0.2	8
Cc1ccc(S(=O)(=O)N2[C@@H](c3cccc(Cl)c3)C(C(=O)O)=CC[C@H]2c2ccc3c(c2)OCO3)cc1	4	1	-1	0.6	-1.7	-1	5	-2.5	-1
CCOC(=O)c1[nH]c(C)c(C(=O)N2CCc3c([nH]c4ccccc34)C2c2ccccn2)c1C (stereo unspecified)	4	-1	-3	·	2.5	-3	0	-1.4	-6
Cn1c(SCc2c(F)cccc2Cl)nnc1-c1cnccn1	0	-2	1	4.5	-0.3	0	-1	-2.1	8
CCC(/C=N/NC(=O)CCCCC(=O)N/N=C/C(CC)CC)CC	-16	1	0	-1.9	3.3	12	-7	-1.9	4
CCCSCCCNC(=O)Cn1nc(CC)n2c(cc3c(OC)cccc32)c1=O	-4	24	-2	0.6	-3.3	0	-1	-0.3	9
Brc1ccc(-c2nnc3n2C2(CCCC2)Cc2ccccc2-3)o1	-9	-3	-1	·	0.8	-4	0	-0.4	-10
Cn1nc(C(=O)NC2CCCc3ccccc32)ccc1=O (stereo unspecified)	-1	5	3	·	1.1	11	0	0.2	-2
Fc1ccc(CSc2nnc(-c3cccs3)o2)cc1	-6	0	-8	·	0.9	0	-20	-3.0	4
COc1ccccc1NC(=O)CN1CCN(S(=O)(=O)c2ccc(Br)cc2)CC1	·	-1	6	·	·	14	-6	-3.4	-2
Cn1c(=O)cc(NCc2ccccc2)[nH]c1=O	-4	0	-1	-2.2	0.6	8	0	0.6	18
Cc1nc(-c2cccc(S(=O)(=O)N3CC(C)OC(C)C3)c2)cs1 (stereo unspecified)	1	0	1	0.6	0.8	-1	4	-2.0	0
O=C(Nc1nc(-c2cccnc2)cs1)c1ccc(S(=O)(=O)N2CCOCC2)cc1	-5	0	5	-2.4	0.2	20	4	0.4	9
Cc1ccc(-n2ncc3c(NCc4ccco4)ncnc32)c(C)c1	-1	1	4	0.1	-1.5	0	5	-2.1	-4
Cc1ccc(NC(=O)CN2C(=O)S/C(=C/c3ccc(-c4cccc(C(=O)O)c4)o3)C2=O)cc1	·	1	-35	·	·	-2	1	1.8	2
COC(=O)[C@]1(Cc2ccccc2)N[C@H](CN(C)C(=O)Nc2ccc(C)cc2)[C@@H]2C(=O)N(C)C(=O)[C@@H]21	3	-2	6	0.9	1.8	6	-4	0.7	-1
CC(=O)Nc1ccc(NC(=O)CSc2nnc(COc3ccccc3C)n2CC2CCCO2)cc1 (stereo unspecified)	0	9	-3	0.0	-1.5	14	-7	0.3	0
c1ccc(OCc2nc3c4c(ncn3n2)-c2ccccc2CC42CCCC2)cc1	-1	1	-1	1.0	3.3	2	-2	-0.8	-13
COc1ccc(/C(C)=N/NC(=O)c2cc(C)[nH]n2)c(OC)c1	-4	-1	1	-1.3	4.0	2	-6	-0.6	-9
C=CCC1(C)C(=O)N(c2ccccc2)c2ccccc21 (stereo unspecified)	2	2	1	0.3	-1.3	2	2	-1.3	-9
Cc1noc(C)c1COC(=O)CCCc1nc2ccccc2s1	-3	-2	-9	-0.3	1.5	12	-1	0.2	1
CCOC(=O)c1ccc(-n2c(CN(CC)CC)nc3ccc([N+](=O)[O-])cc3c2=O)cc1	-11	3	-9	·	-6.0	16	-22	0.4	-1
SMILES	Rv3671c inh	FBA Mtb inh	MazF activator	Mtb BioA inh	Mtb UGM inh	GDH-TPI inh	PrPC surface inh	FadD28 FP inh	BoNT F protease
Cc1oc2c(F)c(F)c(F)c(F)c2c1S(=O)(=O)Nc1cccc(C(F)(F)F)c1	-15	2	-8	19	0.1	9	16	-3.1	7
O=C(Nc1ncccn1)C12CC3CC(CC(C3)C1)C2	0	1	4	-2.0	2.5	8	2	-0.3	-6
CCCCn1c(=O)nc2n(-c3ccc(Cl)cc3)c3ccccc3cc-2c1=O	-7	10	-14	·	·	10	-1	1.3	-2
C[C@H]1CNC(=O)c2c(C(=O)Nc3cccc(Cl)c3)ncn21	·	-1	-14	-0.9	·	-1	-1	-3.8	2
O=C(CN1CCCCC1)Nc1nnc(-c2ccccc2)s1	-3	-1	2	-2.3	-0.6	3	-7	-0.9	5
CCCCN1C(=O)C(=O)N(CC(=O)Nc2cc(OCC)c(N3CCOCC3)cc2OCC)C1=O	0	0	-9	-1.9	1.0	-5	4	0.6	-5
COc1ccccc1C(=O)NCC(=O)OCC(=O)Nc1nnc(-c2ccccc2)o1	6	-1	-2	-4.4	-1.8	-3	-3	-3.8	2
O=C(CSc1nc(N2CCCCC2)nc(N2CCCCC2)n1)Nc1nccs1	0	1	9	-1.9	-2.6	-2	6	-3.8	29
COCCNC(=O)c1cc2c(c(-c3cccc(-c4cc5ccccc5o4)c3)n1)[C@H](CCO)N(S(=O)C(C)(C)C)C2 (stereo partly specified)	·	-1	·	0.3	·	·	-10	-5.9	-22
CN1CCN(S(=O)(=O)c2ccc(N3CCN(S(=O)(=O)/C=C/c4ccccc4)CC3)nc2)CC1	-13	2	1	-0.3	3.0	8	-2	-3.1	7
CCOc1ccc(CN(C)C(=O)CN2C(=O)NC3(CCCc4ccccc43)C2=O)cc1 (stereo unspecified)	-9	-1	2	5.6	0.0	7	2	-1.7	-4
COc1ccc(N(CC(=O)NCCSC2CCCCC2)S(=O)(=O)c2ccccc2)cc1OC	-1	1	4	-2.1	0.4	6	-3	-1.2	·
O=C1C(Cc2ccc(O)cc2)NC(=S)N1C1CCCCC1 (stereo unspecified)	4	-1	3	0.0	0.2	9	-7	-2.2	-5
N/C(=N\OC(=O)c1cccc2ccccc12)c1cccnc1	-11	21	6	·	-1.2	12	-3	-3.1	1
C=CCSc1nc2c(c(=O)[nH]1)C(c1ccccc1)C(C#N)=C(N)O2 (stereo unspecified)	-1	2	2	·	0.3	5	-2	-2.8	-9
O=C(CSc1nnc(-c2cc3ccccc3cc2O)n1Cc1ccco1)c1ccc(F)cc1	8	-4	4	0.9	0.8	-4	-3	-3.6	2
O=S(=O)(Nc1cccnc1)c1cccs1	-14	4	0	·	-0.2	-5	-9	-2.6	-12
COc1ccc(NS(=O)(=O)c2cccs2)c(OC)c1	6	4	-9	0.5	-3.2	-5	7	-3.0	-6
COc1ccc([N+](=O)[O-])cc1NC(=O)C1CCCO1 (stereo unspecified)	-7	4	5	·	2.3	14	-15	-0.5	-3
CCC(=O)N1CCN(c2ccc(NC(=S)NC(=O)COc3ccccc3)cc2)CC1	7	2	7	·	-0.4	0	-3	-3.8	-4
CCc1ccccc1NC(=S)N(CCN(C)C)C(C)c1cccnc1 (stereo unspecified)	8	0	2	-0.8	0.8	2	4	1.3	-13
CCCSC1C(C)=C(C)C(=O)N1Cc1ccccc1 (stereo unspecified)	-1	0	3	-0.2	-0.7	0	6	-3.1	-18
O=C(COC(=O)CCc1c[nH]c2ccccc12)Nc1ccccc1	·	0	-2	-1.1	·	-4	-4	2.3	7
CC(=O)c1cccc(N2C(=O)Nc3ccccc3N2O)c1	-3	3	-1	-1.0	-3.2	5	7	-0.7	-3
O=C(Nc1cccc(S(=O)(=O)NC2=NCCCCC2)c1)c1ccc(Cl)cc1	·	-2	0	5.4	·	3	3	-2.2	-11

Among those listed so far, two contain bromine:
SMILES	Rv3671c inh	FBA Mtb inh	MazF activator	Mtb BioA inh	Mtb UGM inh	GDH-TPI inh	PrPC surface inh	FadD28 FP inh	BoNT F protease
Brc1ccc(-c2nnc3n2C2(CCCC2)Cc2ccccc2-3)o1	-9	-3	-1	·	0.8	-4	0	-0.4	-10
COc1ccccc1NC(=O)CN1CCN(S(=O)(=O)c2ccc(Br)cc2)CC1	·	-1	6	·	·	14	-6	-3.4	-2

Limited to GDH-TPI inh and MazF activator, for some of the entries so far:
Compound	GDH-TPI inh	MazF activator
COc1ccc(N(CC(=O)NCCSC2CCCCC2)S(=O)(=O)c2ccccc2)cc1OC	6	4
O=C1C(Cc2ccc(O)cc2)NC(=S)N1C1CCCCC1 (stereo unspecified)	9	3

Going on with the list:
SMILES	Rv3671c inh	FBA Mtb inh	MazF activator	Mtb BioA inh	Mtb UGM inh	GDH-TPI inh	PrPC surface inh	FadD28 FP inh	BoNT F protease
CC(OC(=O)c1ccc(Cl)nc1)C(=O)Nc1ccc2c(c1)OCO2 (stereo unspecified)	2	3	11	-1.0	-0.6	5	11	-3.6	-7
COCc1cc(C)nc(N)c1C#N	-4	29*	4	0.0	-0.2	3	-6	-0.3	11
Cc1ccccc1/C(N)=N/OC(=O)c1ccc(F)cc1	3	4	0	-1.6	-0.2	0	0	-3.7	-1
COc1ccc(C)cc1NC(=O)c1c([N+](=O)[O-])cnn1C	3	-1	7	-2.0	-3.7	-2	-8	-0.7	?
CCOc1cccc(C(=O)NNC(=O)C2C3C=CC(C3)C2C(=O)O)c1 (stereo unspecified)	-8	-3	1	0.1	2.6	-9	15	-0.1	2
Cc1ccc(CNC(=O)c2cn(C)c(=O)c3c2c2ccccc2n3C)o1	0	9	7	·	1.5	10	0	-0.6	-2
CCc1ccc(Nc2nnc(SCC(=O)Nc3cccc(S(=O)(=O)NC4=NCCCCC4)c3)s2)cc1	-14	-3	2	1.6	0.2	13	2	-5.8	-5
CCN(Cc1cc2ccccc2[nH]c1=O)S(=O)(=O)c1ccc(OC)cc1	0	0	9	0.4	-2.0	2	-2	-6.6	0
CC(C)NC(=S)NN=C1CCC(c2ccccc2)CC1 (stereo unspecified)	4	1	6	·	-0.7	4	2	0.3	-4
O=C(Nc1ccc(Cl)cc1)C(c1ccccc1)N(CCO)CCO (stereo unspecified)	-4	-1	3	-0.1	1.7	-8	7	-1.8	-6
O=C(COc1ccccc1)Nc1ccccc1Cl	-10	-2	1	·	-2.6	1	7	-0.2	-1
Cn1cnc(S(=O)(=O)N2CCCCC2c2cc(C(=O)NCc3ccc(Cl)c(Cl)c3)no2)c1 (stereo unspecified)	·	-1	·	-0.2	·	-11	-12	-6.9	-1
CC(=O)Oc1ccc(N(c2ccccc2)S(=O)(=O)c2ccc(C)cc2)cc1	3	-3	0	-0.3	-2.6	4	1	-5.0	-6
Cc1ccc(NC(=O)CN(C(=O)N2CCN(C)CC2)S(=O)(=O)c2ccc(C)cc2)cc1	1	0	3	0.0	1.0	2	7	-2.4	?
O=C(O)c1ccc(CSc2ccccn2)cc1	-4	3	5	·	4.7	-7	0	-3.7	9
Cc1cc2nc(C3CCCCC3)c(CC(C)(C)C)n2c(C)c1Br	·	-1	·	-1.4	·	·	7	-0.6	1
CC(C)Cn1c(N)c(C(=O)COC(=O)CCc2nc3ccccc3c(=O)[nH]2)c(=O)n(C)c1=O	-3	3	12	-2.1	-0.9	12	-4	-0.5	8
O=C(Nc1nc(-c2ccc(F)cc2)cs1)C1CCN(C(=O)c2ccc(F)cc2)CC1	-25	-1	4	-1.5	1.0	0	14	-9.4	·
O=C(c1cccs1)N1CCN(Cc2ccncc2)CC1	-6	18	-1	-0.6	1.3	-7	-4	-2.7	-1
CCOC(=O)Cc1csc(NC(=O)CCS(=O)(=O)Cc2ccccc2)n1	9	1	2	0.8	-0.8	7	5	-2.4	-7
CCN(CC)C(=O)CSc1n[nH]c(=O)n1CCc1ccccc1	7	148*	1	-0.4	-2.1	-3	6	-3.7	-1

Ordered by SMILES length (smallest number first): part of the list above.
SMILES	Rv3671c inh	FBA Mtb inh	MazF activator	Mtb BioA inh	Mtb UGM inh	GDH-TPI inh	PrPC surface inh	FadD28 FP inh	BoNT F protease
CCCSC1C(C)=C(C)C(=O)N1Cc1ccccc1 (stereo unspecified)	-1	0	3	-0.2	-0.7	0	6	-3.1	-18
COc1ccc(NS(=O)(=O)c2cccs2)c(OC)c1	6	4	-9	0.5	-3.2	-5	7	-3.0	-6
O=C(Nc1ccc(Cl)cc1)C(c1ccccc1)N(CCO)CCO (stereo unspecified)	-4	-1	3	-0.1	1.7	-8	7	-1.8	-6

Screening data deposited in PubChem BioAssay by several laboratories.
